Compound activity deposited in PubChem BioAssay by Sanford-Burnham Center for Chemical Genomics.
SENP6 block: blocks the human protease SENP6. AID 2599. 1.8% of 330,000 active. inhibition, % at 10 µM. Recombinant SENP6 catalytic domain, aminoluciferin luminescence;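 active = inhibition above about 50% at the single tested dose, limit read from the data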;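 note: plate controls were DMSO wells with enzyme for no effect and DMSO wells lacking enzyme for full effect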
Target sequence (Q9GZR1 628-1112 limits assumed): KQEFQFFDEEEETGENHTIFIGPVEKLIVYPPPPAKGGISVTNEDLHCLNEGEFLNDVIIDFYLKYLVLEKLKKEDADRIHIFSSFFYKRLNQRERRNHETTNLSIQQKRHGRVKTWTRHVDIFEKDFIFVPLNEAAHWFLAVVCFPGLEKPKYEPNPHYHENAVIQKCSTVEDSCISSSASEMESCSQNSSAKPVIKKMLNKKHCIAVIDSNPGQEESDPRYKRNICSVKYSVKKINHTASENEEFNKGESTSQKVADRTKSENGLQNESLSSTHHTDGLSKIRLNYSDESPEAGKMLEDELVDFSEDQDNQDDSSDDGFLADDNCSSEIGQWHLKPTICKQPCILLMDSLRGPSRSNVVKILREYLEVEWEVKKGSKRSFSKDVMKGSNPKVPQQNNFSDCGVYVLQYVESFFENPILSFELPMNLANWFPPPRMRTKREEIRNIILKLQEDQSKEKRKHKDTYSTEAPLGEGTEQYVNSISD
SENP8 block-1: inhibitors of human SENP8 protease | recombinant SENP8, Nedd8 substrate fluorescence | 0.64% of 360,000 active | inhibition, % at 20 µM | AID 602440 | Q96LD8; in the data active = inhibition mostly above about 40%, no sharp cut-off; inactive = mostly below about 27%
Target sequence (Q96LD8 whole entry, looked up): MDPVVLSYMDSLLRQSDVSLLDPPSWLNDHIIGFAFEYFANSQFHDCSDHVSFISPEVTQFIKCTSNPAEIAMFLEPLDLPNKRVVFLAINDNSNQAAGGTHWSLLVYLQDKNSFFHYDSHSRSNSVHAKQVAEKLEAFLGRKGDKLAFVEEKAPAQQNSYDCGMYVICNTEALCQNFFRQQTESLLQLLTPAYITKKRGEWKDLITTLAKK
SENP8 block-2: inhibitors of human SENP8 protease; Q96LD8; purified SENP8, Z-RLRGG-aminoluciferin cleavage, luminescence; inhibition, % at 10 µM; 1.2% of 330,000 active; AID 2540; in the data active = inhibition above about 50%
Apaf-1 inh: human Apaf-1 inhibition; reconstituted apoptosome caspase-3 activity, DEVD-Rh110 fluorescence; inhibition, % at 20 µM; 0.71% of 330,000 active; AID 489030; active = inhibition of at least 40% at 20 µM;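 note: plate controls were DMSO wells for no effect and DEVD-CHO caspase inhibitor wells for full effect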
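System: Apoptosome proteins | Medium: Hepes pH 7.5 with detergent and BSA | Also added: Cytochrome c trigger plus (Z-DEVD)2-Rh110 caspase-3 substrate | Incubation: 30 min compound preincubation, 50 min activation, room temperature | Detection: Rhodamine 110 fluorescence at Ex 480/Em 540 nm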
SENP7 inh: inhibitors of human SENP7 protease; 1.5% of 330,000 active; AID 434973; Q9BQF6; recombinant SENP7, Z-RLRGG-aminoluciferin luminescence, 40 min; inhibition, % at 5 µM;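 active = inhibition above about 50% at the single test dose, limit read from the data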;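 note: plate controls were DMSO with enzyme for no effect and no enzyme buffer wells for full effect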
HKDC1 inhibitor: inhibitors of human hexokinase HKDC1; Q2TB90; recombinant HKDC1, G6PDH/diaphorase resazurin coupled fluorescence; inhibition, % at 20 µM; 0.16% of 340,000 active;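 active = inhibition above about 35% when tested at 20 µM, limit read from the data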;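 note: plate controls were DMSO wells with enzyme for no effect and DMSO wells lacking enzyme for full effect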
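Material – in-house recombinant HK5 (HKDC1) enzyme · Quantity – HKDC1 at 5 µg/mL · Buffer or medium – pH 8.0 Tris buffer with 10 mM MgCl2 · Reagent – glucose with 1 mM ATP · Dosing – single 20 µM dose · Times – reaction time 90 min, room temperature, protected from light · Technique – resorufin fluorescence at 613 nm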
SENP1 inh: blocks the human SENP1 SUMO protease catalytic domain. recombinant SENP1 catalytic domain, CyPet-SUMO1-YPet FRET cleavage. inhibition, % at 10 µM. 0.21% of 360,000 active. AID 624204;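 active = inhibition at least 30% at 10 µM, raw YFP signal under a set limit, fluorescence ratio 0.5 to 1.5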;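 note: 0% = enzyme with DMSO and 100% = no enzyme wells; some results filed as inactive read as strong as hits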
Target sequence (Q9P0U3 419-644 limits assumed): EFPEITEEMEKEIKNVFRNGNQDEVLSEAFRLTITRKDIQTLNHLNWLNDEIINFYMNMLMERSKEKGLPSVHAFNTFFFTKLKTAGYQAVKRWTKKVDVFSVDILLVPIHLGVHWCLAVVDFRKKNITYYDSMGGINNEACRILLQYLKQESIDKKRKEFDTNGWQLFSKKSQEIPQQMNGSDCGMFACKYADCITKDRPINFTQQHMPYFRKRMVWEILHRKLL
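Test system: hSENP1 catalytic domain, recombinant; Amount: 20 pM final SENP1 enzyme; Medium: Tris pH 8 buffer plus EDTA, NaCl, BME, BSA, NP40, catalase; Schedule: 50 min enzyme reaction, room temperature, light-protected; Technique: FRET fluorescence in CFP and YFP emission channels; Controls: no-enzyme wells low, DMSO-plus-enzyme wells high control.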
PfG6PD inh: PfG6PD (Plasmodium falciparum) enzyme inhibition; PfGluPho enzyme, NADPH resazurin-diaphorase fluorescence; inhibition, % at 20 µM; 0.78% of 350,000 active;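 active = inhibition reaching at least a set limit at 20 µM in the primary screen, cut at about 59% in these data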;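 note: 0% = DMSO wells with substrate and 100% = DMSO wells lacking glucose-6-phosphate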
The depositor's hits bear a star.

Results for COc1ccc(-c2nn(-c3ccccc3)cc2/C=N/Nc2ccc(Cl)c(C(=O)O)c2)cc1OC ?
SENP6 block: -8; SENP8 block-1: -359; SENP8 block-2: -5; Apaf-1 inh: 8; SENP7 inh: -10; HKDC1 inhibitor: 2; SENP1 inh: -1; PfG6PD inh: 8

How did Cn1c(=O)c2c(nc(SCCCC#N)n2Cc2ccccc2F)n(C)c1=O do in these assays?
SENP6 block: -6; SENP8 block-1: 2; SENP8 block-2: -7; Apaf-1 inh: -1; SENP7 inh: 17; HKDC1 inhibitor: 1; SENP1 inh: 1; PfG6PD inh: 6

Results for CSc1ccc(CN2CCC(CO)(CCOc3ccccc3)CC2)cc1 ?
SENP6 block: -18; SENP8 block-1: 15; SENP8 block-2: 17; Apaf-1 inh: 3; SENP7 inh: 2; HKDC1 inhibitor: 2; SENP1 inh: 0; PfG6PD inh: -9

What do the screens show for `Cn1ncc(Cl)c1C(=O)Nc1cccc(Cl)c1`?
SENP6 block: 4; SENP8 block-1: 23; SENP8 block-2: -17; Apaf-1 inh: 17; SENP7 inh: -5; HKDC1 inhibitor: -4; SENP1 inh: 4; PfG6PD inh: 36

Results for Cc1ccccc1Cn1ccc(=NCc2ccccc2)cc1 ?
SENP6 block: 8; SENP8 block-2: 8; Apaf-1 inh: 6; SENP7 inh: 3; HKDC1 inhibitor: 9; PfG6PD inh: -20

How did Cc1ccn2cc(CNC(=O)c3cccs3)nc2c1 do in these assays?
SENP6 block: -8; SENP8 block-1: 0; SENP8 block-2: 6; Apaf-1 inh: -3; SENP7 inh: -3; HKDC1 inhibitor: 0; SENP1 inh: -2; PfG6PD inh: -12

What do the screens show for `Cc1ccc2c(c1)c1c3n2CCN(CC(N)=O)C3CCC1` (stereo not drawn)?
SENP6 block: -16; SENP8 block-1: -59; SENP8 block-2: -12; Apaf-1 inh: -1; SENP7 inh: -12; HKDC1 inhibitor: 1; SENP1 inh: 2; PfG6PD inh: -11

Results for COCCOC(=O)c1[nH]c2c(c1C)C(=O)C(C(=O)OC)C(C)C2 (stereo not drawn) ?
SENP6 block: -5; SENP8 block-1: 11; SENP8 block-2: -17; Apaf-1 inh: -68; SENP7 inh: 6; HKDC1 inhibitor: 2; SENP1 inh: 1; PfG6PD inh: 8

What do the screens show for `O=C(C1=C(O)C(=O)N(CCN2CCOCC2)C1c1cccc(Br)c1)c1cccs1` (stereo not drawn)?
SENP6 block: -8; SENP8 block-1: 19; SENP8 block-2: 5; Apaf-1 inh: -1; SENP7 inh: 5; HKDC1 inhibitor: -2; SENP1 inh: 1; PfG6PD inh: 8

How did COc1cc(O)c(C(C)=O)c2c1C=CC(C)(C)O2 do in these assays?
SENP8 block-1: 34; HKDC1 inhibitor: -2; SENP1 inh: 1; PfG6PD inh: 27

Results for O=C(CSc1nc2ccccc2n1Cc1ccc(Cl)cc1)N/N=C/c1ccc(C(=O)O)cc1 ?
SENP6 block: 4; SENP8 block-1: 5; SENP8 block-2: -2; Apaf-1 inh: 11; SENP7 inh: 4; HKDC1 inhibitor: 3; SENP1 inh: 1; PfG6PD inh: -19

What do the screens show for `CCN(CC)CCCNc1oc(/C=C/c2ccccc2)nc1C#N`?
SENP6 block: -15; SENP8 block-1: -382; SENP8 block-2: -2; Apaf-1 inh: 6; SENP7 inh: -6; HKDC1 inhibitor: 1; SENP1 inh: -21; PfG6PD inh: 2

What do the screens show for `CCOC(=O)C(C)(C)C(=O)C(C)(C)C(O)c1ccccn1` (stereo not drawn)?
SENP6 block: 6; SENP8 block-1: 13; SENP8 block-2: 10; Apaf-1 inh: -28; SENP7 inh: 4; HKDC1 inhibitor: -7; SENP1 inh: 0; PfG6PD inh: 13

Results for O=c1oc2ccccc2c2c1ccc1ccccc12 ?
SENP8 block-1: -381; Apaf-1 inh: 14; SENP7 inh: 4; HKDC1 inhibitor: -1; SENP1 inh: 0; PfG6PD inh: 15

What do the screens show for `CCC1CCCCN1CCCNC(=O)CN1C(=O)CSc2ccc(S(=O)(=O)N3CCOCC3)cc21` (stereo not drawn)?
SENP6 block: -6; SENP8 block-1: 5; SENP8 block-2: -1; Apaf-1 inh: -6; SENP7 inh: -3; HKDC1 inhibitor: -6; SENP1 inh: -1; PfG6PD inh: 1

How did O=C(O)Cc1ccc(NCc2ccccc2Cl)cc1 do in these assays?
SENP6 block: 0; SENP8 block-1: 24; SENP8 block-2: -11; Apaf-1 inh: -14; SENP7 inh: -11; HKDC1 inhibitor: 2; SENP1 inh: 2; PfG6PD inh: -23

What do the screens show for `CCCN1Cc2cccc(C(=O)NC(C)c3cccs3)c2C1=O` (stereo not drawn)?
SENP6 block: -8; SENP8 block-1: 8; SENP8 block-2: 2; Apaf-1 inh: 10; SENP7 inh: -4; HKDC1 inhibitor: -1; SENP1 inh: 0; PfG6PD inh: -7

Results for O=C(CCc1nc(-c2ccccc2)no1)NC1CCCCC1 ?
SENP6 block: -9; SENP8 block-1: 5; SENP8 block-2: 3; Apaf-1 inh: -5; SENP7 inh: 7; HKDC1 inhibitor: 8; SENP1 inh: 5; PfG6PD inh: -12

What do the screens show for `Cc1ccc(/C=C/C(=O)Nc2ccc(Oc3ccccc3)cc2)o1`?
SENP8 block-1: 10; HKDC1 inhibitor: 3; SENP1 inh: -4; PfG6PD inh: 61*

Results for CCc1cccc(NC(=O)Cn2c(-c3ccccc3)cc(C(C)=O)c2C)c1 ?
SENP6 block: 10; SENP8 block-1: 23; SENP8 block-2: 3; Apaf-1 inh: 19; SENP7 inh: 13; HKDC1 inhibitor: -9; SENP1 inh: -2; PfG6PD inh: 2

How did O=C(CSc1nnc(-c2cccc(S(=O)(=O)N3CCCCC3)c2)o1)NCCC1=CCCCC1 do in these assays?
SENP6 block: 4; SENP8 block-1: 28; SENP8 block-2: 0; Apaf-1 inh: 18; SENP7 inh: 7; HKDC1 inhibitor: -2; SENP1 inh: 2; PfG6PD inh: -15

Results for CCOC(=O)c1ccc(NC(=O)C2C3CCC(C3)C2C(=O)O)cc1 (stereo not drawn) ?
SENP6 block: -22; SENP8 block-1: 25; SENP8 block-2: -9; Apaf-1 inh: 12; SENP7 inh: -5; HKDC1 inhibitor: 2; SENP1 inh: 3; PfG6PD inh: -16

What do the screens show for `O=C(CCc1ccc(O)cc1)NNC(=S)NCCc1ccccc1`?
SENP6 block: -14; SENP8 block-1: 13; SENP8 block-2: -4; Apaf-1 inh: -24; SENP7 inh: -4; HKDC1 inhibitor: 0; SENP1 inh: 1; PfG6PD inh: 14

Results for Cc1cccc(NC2=C(Cl)C(=O)OC2OC(C)C)c1 (stereo not drawn) ?
SENP6 block: -18; SENP8 block-1: 13; SENP8 block-2: -3; Apaf-1 inh: 5; SENP7 inh: -6; HKDC1 inhibitor: 18; SENP1 inh: 1; PfG6PD inh: -4

What do the screens show for `COc1ccc(NS(=O)(=O)c2ccc(N3CCOCC3)c(NC(=O)c3ccc(F)cc3)c2)cc1`?
SENP6 block: 4; SENP8 block-1: 9; SENP8 block-2: 9; Apaf-1 inh: 5; SENP7 inh: 5; HKDC1 inhibitor: 5; SENP1 inh: 2; PfG6PD inh: 9

Results for CN(CCCC(=O)Nc1ccc(Br)cc1F)S(=O)(=O)c1ccccc1 ?
SENP6 block: 1; SENP8 block-1: 14; SENP8 block-2: -4; Apaf-1 inh: 7; SENP7 inh: 5; HKDC1 inhibitor: 2; SENP1 inh: 2; PfG6PD inh: 21

How did CC1=CC(=O)N(c2cccc(C(F)(F)F)c2)C1c1ccc(Cl)cc1 (stereo not drawn) do in these assays?
SENP6 block: -11; SENP8 block-1: 5; SENP8 block-2: -1; Apaf-1 inh: 13; SENP7 inh: -5; HKDC1 inhibitor: -5; SENP1 inh: 1; PfG6PD inh: 7

Results for S=C(NCc1ccccn1)NN=Cc1ccccn1 ?
SENP8 block-1: -11; HKDC1 inhibitor: -44; SENP1 inh: 3; PfG6PD inh: 52

Results for Cc1ccc2cc(CN(CCCN(C)C)C(=O)NCc3ccccc3)c(=O)[nH]c2c1C ?
SENP6 block: -1; SENP8 block-1: -40; SENP8 block-2: -9; Apaf-1 inh: 1; SENP7 inh: -4; HKDC1 inhibitor: -6; SENP1 inh: -2; PfG6PD inh: -7

How did Cc1ccc(-n2c(N)c(C(N)=O)sc2=S)c(C)c1 do in these assays?
SENP6 block: -4; SENP8 block-1: 16; SENP8 block-2: 3; Apaf-1 inh: 4; SENP7 inh: -7; HKDC1 inhibitor: -12; SENP1 inh: 6; PfG6PD inh: 62*

A portion from the list above:
Results for Cc1ccc2cc(CN(CCCN(C)C)C(=O)NCc3ccccc3)c(=O)[nH]c2c1C ?
SENP6 block: -1; SENP8 block-1: -40; SENP8 block-2: -9; Apaf-1 inh: 1; SENP7 inh: -4; HKDC1 inhibitor: -6; SENP1 inh: -2; PfG6PD inh: -7

How did Cc1ccc(-n2c(N)c(C(N)=O)sc2=S)c(C)c1 do in these assays?
SENP6 block: -4; SENP8 block-1: 16; SENP8 block-2: 3; Apaf-1 inh: 4; SENP7 inh: -7; HKDC1 inhibitor: -12; SENP1 inh: 6; PfG6PD inh: 62*

Continuation.
How did O=C(CN(Cc1ccccc1)C(=O)CCC(=O)Nc1nccs1)NCc1ccc(F)cc1 do in these assays?
SENP6 block: -11; SENP8 block-1: 3; SENP8 block-2: -9; Apaf-1 inh: 4; SENP7 inh: -7; HKDC1 inhibitor: -4; SENP1 inh: 0; PfG6PD inh: -11

What do the screens show for `CC(C)c1ccc(/C=N/NC(=O)C2CCCC2)cc1`?
SENP6 block: 2; SENP8 block-1: 3; SENP8 block-2: 1; Apaf-1 inh: 16; SENP7 inh: -9; HKDC1 inhibitor: -3; SENP1 inh: 2; PfG6PD inh: 12

How did CCC(=NCc1ccccc1)C1=C(O)C(C(=O)OC)C(C)(C)CC1=O (stereo not drawn) do in these assays?
SENP6 block: 1; SENP8 block-1: 11; SENP8 block-2: 6; Apaf-1 inh: -3; SENP7 inh: -1; HKDC1 inhibitor: 2; SENP1 inh: 0; PfG6PD inh: -1

What do the screens show for `COc1ccccc1CNC(=O)[C@H](C)NC(=O)C1CCN(C(=O)[C@@H](N)CC(C)C)CC1`?
SENP6 block: 7; SENP8 block-1: 23; SENP8 block-2: -7; Apaf-1 inh: 11; SENP7 inh: 3; HKDC1 inhibitor: -4; SENP1 inh: 1; PfG6PD inh: 10

Results for CCCCn1c(CNC(=O)CCC)nc2ccccc21 ?
SENP6 block: -4; SENP8 block-1: -53; SENP8 block-2: -3; Apaf-1 inh: 0; SENP7 inh: -5; HKDC1 inhibitor: -3; SENP1 inh: -2; PfG6PD inh: -3

What do the screens show for `CCOc1ccc(NC(=O)CN(C)C(=O)c2ccc(COc3ccccc3)cc2)cc1OCC`?
SENP6 block: -19; SENP8 block-1: 16; SENP8 block-2: -15; Apaf-1 inh: 48*; SENP7 inh: -7; HKDC1 inhibitor: 0; SENP1 inh: -2; PfG6PD inh: -6

How did O=C(O)C1CCCN(S(=O)(=O)c2ccc(Cl)s2)C1 (stereo not drawn) do in these assays?
SENP6 block: -4; SENP8 block-1: 1; SENP8 block-2: 6; Apaf-1 inh: -8; SENP7 inh: 4; HKDC1 inhibitor: -1; SENP1 inh: -2; PfG6PD inh: -4

How did Cc1ccc(Cl)cc1N1CCN(CC(O)COC(C)C)CC1 (stereo not drawn) do in these assays?
SENP6 block: -12; SENP8 block-1: -4; SENP8 block-2: 5; Apaf-1 inh: -10; SENP7 inh: 8; HKDC1 inhibitor: -11; SENP1 inh: 1; PfG6PD inh: -6
